VP16 counter: VP16 counterscreen qHTS for inhibitors of ROR gamma transcriptional activity. 310,000 tested, 3.5% active. Drosophila S2 Gal4-VP16 UAS-luciferase, luminescence, 20 h. Potency, µM (titrated, usually from 53.6 µM), for the others: at the highest dose activity, negative = inhibition, usual class: inhibitors;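 note: Gal4-VP16 expression switched on by copper sulfate through the metallothionein promoter; potency is the fitted concentration of half-maximal effect; % is set by controls: 0 for no effect and ±100 for the full control effect; nearly all actives have a fitted effect of over 50% in size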
FLuc counter: qHTS profiling assay for firefly luciferase inhibitor/activator using purifed enzyme and Km concentrations of substrates (counterscreen for miR-21 project) | Luciferin 4-monooxygenase (Photinus pyralis), P08659 | purified FLuc, Km substrates, luminescence inhibition | Potency, µM (series often up to 57.5 µM), without a hit: top-dose activity change, negative = inhibition, usual class: inhibitors | 360,000 tested, 6.9% active;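 note: potency is the fitted concentration of half-maximal effect; plate controls were vehicle for no effect and reference inhibitor for full effect; nearly all actives have a fitted effect of over 55% in size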
Target sequence (P08659 whole entry, looked up): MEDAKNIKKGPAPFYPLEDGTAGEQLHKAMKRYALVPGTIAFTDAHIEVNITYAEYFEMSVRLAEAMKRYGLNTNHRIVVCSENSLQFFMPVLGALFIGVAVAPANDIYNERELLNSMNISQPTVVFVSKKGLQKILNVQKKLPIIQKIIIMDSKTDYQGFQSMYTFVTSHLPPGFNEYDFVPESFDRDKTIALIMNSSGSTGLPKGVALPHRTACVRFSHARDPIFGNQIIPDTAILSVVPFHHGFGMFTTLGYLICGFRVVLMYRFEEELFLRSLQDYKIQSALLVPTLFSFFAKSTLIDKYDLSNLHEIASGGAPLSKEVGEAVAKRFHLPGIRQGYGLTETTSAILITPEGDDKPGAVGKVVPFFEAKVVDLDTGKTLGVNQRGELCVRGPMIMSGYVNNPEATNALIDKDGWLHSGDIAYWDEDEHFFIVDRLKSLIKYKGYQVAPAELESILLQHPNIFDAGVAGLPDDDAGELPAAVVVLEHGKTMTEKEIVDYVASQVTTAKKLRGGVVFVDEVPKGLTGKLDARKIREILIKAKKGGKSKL
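Purified P. pyralis luciferase, 10 nM final, with Km-level 10 uM D-luciferin and 10 uM ATP in 50 mM Tris acetate pH 7.5, 10 mM Mg acetate, 0.01% Tween-20, 0.05% BSA; 6-point qHTS titration about 60 µM downward; luminescence read.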
ELG1 genotoxic: qHTS screen for small molecules that induce genotoxicity in human embryonic kidney (HEK293T) cells expressing luciferase-tagged ELG1 | Potency, µM (highest dose often 46 µM), for the others: top-dose activity change, positive = activation, usual class: activators | 330,000 tested, 1.3% active | HEK293T ELG1-luciferase reporter, luminescence, 16 h; note: potency is the fitted concentration of half-maximal effect; % of control where 0% means no effect; nearly all actives have a fitted effect of over 60% in size
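ELG1-luciferase HEK293T cells, 2,000/well; compound pinned in; 16 hr, 37 °C, 5% CO2; ONE-Glo, 30 min RT; luminescence on CCD imager.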
Giardia killer: Small Molecules that selectively kill Giardia lamblia: qHTS | Giardia lamblia trophozoite viability | activity change, % at 7.66 µM, hits read low | 340,000 tested, 0.15% active; in the data active = activity change below about -80%; inconclusive = between about -30% and that limit;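 note: parasites exposed to compound for two days anaerobically before the ATP read; % is set by controls: 0 for no effect and ±100 for the full control effect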
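Giardia trophozoites, 100 cells per well, were exposed to compounds for 48 hrs at 37 deg C under anaerobic conditions; viability was then read as ATP content by bioluminescence after 15-30 min at room temperature.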
RORgamma inh: qHTS for inhibitors of ROR gamma transcriptional activity. 310,000 tested, 5.4% active. Potency, µM (titrated, usually from 53.6 µM), inactives show at the highest dose activity change, negative = inhibition, most hits filed as inhibitors. Drosophila S2 Gal4-RORgamma UAS-luciferase reporter, 20 h. Nuclear receptor ROR-gamma (Mus musculus), P51450; note: potency is the fitted concentration of half-maximal effect; % is set by controls: 0 for no effect and ±100 for the full control effect; nearly all actives have a fitted effect of over 60% in size
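In this cell-based reporter format, copper sulfate (700 uM final) drives Gal4–ROR gamma fusion expression from a metallothionein promoter in Drosophila Schneider cells; compounds preincubated 1 hr, reporter read after 20 hr at ambient temperature.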
Menin-MLL TR inh: qHTS Assay for Inhibitors Targeting the Menin-MLL Interaction in MLL Related Leukemias: Competition With Texas Red Labeled MLL-derived Mutant Peptide. O00255. Menin + Texas Red MLL mutant peptide, fluorescence polarization. Potency, µM (highest dose often 61.6 µM), for the others: at the highest dose FP activity change, negative = inhibition, hits mostly inhibitors. 270,000 tested, 0.23% active; active = well fitted inhibition curve with a large enough effect in the polarisation, with a control signal flat, not every such curve was filed as active; inconclusive = small, poorly fitted or top-dose-only effect, or effect the other way, or a change in a side signal; inactive = no such curve, though single readings can be large or run the other way; the % refers to the polarisation; note: potency is the fitted concentration of half-maximal effect; % of control where 0% means no effect; many of its hits are not listed in these tables
Rab9 promoter act: qHTS Assay for Rab9 Promoter Activators; Huh7 Rab9 promoter-luciferase reporter, luminescence, 24 h; Potency, µM (doses to about 9.22 µM), inactives show top-dose activation, negative = inhibition, hits mostly activators; 320,000 tested, 2.8% active; AID 485297, 2010; note: potency is the fitted concentration of half-maximal effect; % of control where 0% means no effect; nearly all actives have a fitted effect of over 60% in size
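Luminescence from Amplite-detected luciferase (10 minutes, ambient) reports Rab9 promoter activation. Before that, stable Rab9-luciferase Huh7 cells (1500/well, reduced-serum OP-MEM I plus 10% FBS) were exposed to compound for 24 hours at 37C.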
p53 reactivator: qHTS assay for re-activators of p53 using a Luc reporter. H1299 p53-A138V BP100-luciferase reporter, luminescence, 24 h. Potency, µM (titrated, usually from 92.2 µM), for the others: at the top dose activity change, positive = activation, hits mostly activators. 320,000 tested, 0.063% active. AID 504706, 2011; note: potency is the fitted concentration of half-maximal effect; % of control where 0% means no effect; nearly all actives have a fitted effect of over 45% in size
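p53-null H1299 cells stably carrying temperature-sensitive p53-A138V and a BP100-luciferase reporter were pinned with compounds (4-point, 1:5 series) and held 24 hrs at 37 deg C. Luminescence was read 10 min after detection reagent.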
PKM2 act: qHTS Assay for Activators of Human Muscle isoform 2 Pyruvate Kinase | Pyruvate kinase PKM (Homo sapiens), P14618 | purified PKM2, Kinase-Glo ATP luminescence, activation; response scale: 0% is enzyme alone, no compound | Potency, µM (top dose mostly 57.5 µM), inactives show at the highest dose activation, actives largely listed as activators | 260,000 tested, 0.34% active | AID 1631, 2009; note: potency is the fitted concentration of half-maximal effect; % is set by controls: 0 for no effect and ±100 for the full control effect; nearly all actives have a fitted effect of over 55% in size
Target sequence (P14618 whole entry, looked up, canonical isoform): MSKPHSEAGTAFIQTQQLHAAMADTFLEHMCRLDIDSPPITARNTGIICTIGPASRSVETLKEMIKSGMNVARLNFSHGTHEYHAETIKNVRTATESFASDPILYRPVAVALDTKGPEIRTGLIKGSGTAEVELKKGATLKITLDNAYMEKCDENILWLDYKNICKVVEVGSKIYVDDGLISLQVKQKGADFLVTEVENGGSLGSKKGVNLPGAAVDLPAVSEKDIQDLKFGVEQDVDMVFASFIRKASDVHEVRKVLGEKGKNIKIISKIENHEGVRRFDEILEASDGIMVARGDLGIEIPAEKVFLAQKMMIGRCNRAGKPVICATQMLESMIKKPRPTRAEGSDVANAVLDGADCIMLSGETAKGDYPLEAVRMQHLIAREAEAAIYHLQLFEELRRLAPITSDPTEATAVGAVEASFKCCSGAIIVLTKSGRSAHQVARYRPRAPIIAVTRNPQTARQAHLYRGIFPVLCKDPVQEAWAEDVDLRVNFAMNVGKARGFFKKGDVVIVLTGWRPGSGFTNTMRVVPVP
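ATP formation by purified human PK-M2, quantified via coupled luciferase luminescence after 1 h at room temperature with 0.1 mM ADP and 0.5 mM PEP final.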
BRCA1 expr up: qHTS Assay to Identify Small Molecule Activators of BRCA1 Expression; MCF7-BRCA1-FFLuc reporter, luminescence, 48 h; response scale: scaled: vehicle 0%, 10 µM genistein 100%; 380,000 tested, 1.1% active; Potency, µM (highest dose often 46.1 µM), for the others: at the highest dose activation, usual class: activators; AID 624202, 2012; note: potency is the fitted concentration of half-maximal effect; nearly all actives have a fitted effect of over 80% in size; some results filed as inactive show a strong effect at the top dose
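Compounds are tested at multiple concentrations on MCF7 BRCA1-luciferase reporter cells seeded at 2000 per well; after 48 h, a single luminescence end-point is taken and curves fitted to the normalized data.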
NPC1 promoter act: qHTS Assay for NPC1 Promoter Activators; Potency, µM (highest dose often 9.22 µM), inactives show at the top dose activation, actives largely listed as activators; 320,000 tested, 2.4% active; AID 485313, 2010; Huh7 NPC1 promoter luciferase reporter, 24 h;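 note: potency is the fitted concentration of half-maximal effect; % of control where 0% means no effect; nearly all actives have a fitted effect of over 60% in size; reporter is driven by a mutant NPC1 promoter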
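In 1536-well qHTS, Huh7 cells harboring an NPC1 promoter–luciferase construct received compound for 24 h; activation was quantified by luminescence following luciferase reagent addition.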
The depositor's hits bear a star; ? = inconclusive; nt = no result given; [ ] = dose if it differs, or a comment. Unless noted, calls come from the whole dose curve; as a rule, active = well fitted curve in the direction sought with a large enough effect; inconclusive = small, poorly fitted or top-dose-only effect, or another doubt; inactive = no such curve, though single readings can be large; an effect the other way counts as inactive or inconclusive. Only part of the results is shown. The share of hits here may be higher or lower than overall.

SMILES	VP16 counter	FLuc counter	ELG1 genotoxic	Giardia killer	RORgamma inh	Menin-MLL TR inh	Rab9 promoter act	p53 reactivator	PKM2 act	BRCA1 expr up	NPC1 promoter act
CCN(C(=O)COC(=O)c1ccccc1Nc1cccc(C)c1C)C1CCS(=O)(=O)C1 (configuration not stated)	-7%	-9%	-2%	13	6%	17%	6%	-5%	-11%	-16%	0%
C/C(=N\NC(=O)c1c(Cl)cnn1C)c1cccc(NC(=O)C(C)C)c1	-3%	?	-3%	-19	-7%	6%	-7%	-6%	0%	17%	-3%
O=C(CC(c1ccccc1)c1cc(Br)ccc1O)NCCCN1CCOCC1 (configuration not stated)	7%	4%	-9%	4	15%	-1%	0%	nt	-3%	-15%	0%
O=C1CC(C(=O)N2CCN(c3ccccc3Cl)CC2)CN1Cc1ccccc1 (configuration not stated)	nt	-16%	1%	-10	nt	nt	9%	4%	nt	0%	9%
COc1ccc(NS(=O)(=O)c2cc(NC(=O)[C@@H](NC(N)=O)C(C)C)ccc2C)cc1	6%	-1%	3%	37[activator]	-4%	nt	2%	-3%	-3%	-41%	-3%
Nc1c(C(=O)CSc2nc(-c3ccccc3)cs2)c(=O)[nH]c(=O)n1C1CC1	nt	0%	0%	5	nt	nt	-8%	12%	nt	-17%	0%
CCOC(=O)C1=C(C)N(c2ccccc2)C(=O)C1CC(=O)O (configuration not stated)	-4%	-2%	2%	-2	-5%[10 µM]	-10%	-4%	9%	-6%	19%	7%
O=C(NCc1cccnc1)c1ccc(-c2cc3ccccc3oc2=O)cc1	-8%	?	?	-23	43%	-6%	25%	5%	-27%	?	21%
COc1ccc(C(=O)C2CCCN(C(=O)CCC3=NNC(=O)CC3)C2)c(C)c1 (configuration not stated)	5%	1%	-2%	5	0%	-2%	-5%	-1%	-1%	0%	0%
CCS(=O)(=O)c1nc(S(=O)(=O)c2ccc(Cl)cc2)c(N2CCOCC2)s1	1%	2%	-6%	-2	-7%	nt	-3%	9%	nt	-25%	-9%
CC(=O)CCc1oc2ccc(NC(C)=O)cc2c1-c1ccc(C)o1	?	-17%	-2%	12	?	15%	-4%	-3%	10µM*	4%	7%
Cc1ccc(NC(=S)N(C)Cc2cn(C)c3ccccc23)cc1	?	2%	3%	-22	-27%[10 µM]	-1%	1%	-10%	0%	-9%	0%
CCC1=Nc2cc(C(=O)NCCN3CCOCC3)ccc2Sc2ccccc21	-4%	0%	3%	5	14%	-14%	4%	-2%	nt	10%	2%
Cc1ccc(Nc2nc3ccccc3c(=O)s2)cc1C	3.5µM*	0%	1%	2	2.8µM*	?	-1%	-22%	-19%	-25%	-1%
CCOc1ccc(NC(=O)C2CCCN(S(=O)(=O)c3cccc4nsnc34)C2)cc1 (configuration not stated)	-11%	1%	-9%	20	44%	-19%	-10%	4%	9%	0%	-5%
O=c1c2ccccc2nc(COc2ccccc2)n1/N=C/c1ccc(O)c(O)c1	5%	27µM*	-6%	-15	0%	nt	-20%	12%	22%	13%	-6%
COc1ccc(CNC(=O)COC(=O)CC2CC3CCC2C3)cc1OC (configuration not stated)	-17%	2%	0%	6	26%	-11%	-2%	5%	1%	-14%	-3%
NS(=O)(=O)c1cc(C(=O)NCCc2ccccn2)ccc1Cl	-7%	5%	5%	-4	0%	nt	-5%	4%	4%	57%	-7%
O=C(CCl)N=c1sccn1Cc1cccc2ccccc12	?	-5%	-8%	14	?	-1%	-63%[inhibitor]	-11%	3%	-82%	-50%[inhibitor]
O=C(NCCc1ccccc1)C1CCN(C(=O)Nc2ccccc2)CC1	nt	-14%	?	-14	nt	nt	11%	8%	nt	60%	19%
COc1ccc(-c2noc(CCCC(=O)N3CCOCC3)n2)cc1	1%	1%	1%	-8	?	1%	5%	0%	-3%	-9%	0%
Cc1ccc2[nH]c(=O)c(CN(CCCN(C)C)C(=S)NCCc3ccccc3)cc2c1	-17%	2%	5%	-6	?	?	-2%	-2%	0%	-54%	-2%
COc1ccc(/C=N/NC(=O)c2nc(-c3ccccc3)n(-c3ccccc3)n2)cc1	3%	15µM*	-2%	-17	-4%	-19%	-7%	-17%	-3%	-19%	-5%
COc1ccc(-c2ccc(CCC(=O)O)o2)cc1	-19%	5.4µM*	12%	-2	?	0%	18%	11%	?	73%	18%
COc1ccc(CNC(=O)c2cccc(S(=O)(=O)N3CCCCC3)c2)cc1OC	nt	-15%	0%	1	nt	nt	-33%[inhibitor]	-14%	nt	-15%	-28%
CCC(=O)Oc1ccc(C(=O)Nc2ccccc2C(=O)NCC(C)C)cc1	-8%	?	-2%	14	0%	-1%	-3%	1%	1%	42%	-1%
COc1ccc(NC(=O)c2cc(S(=O)(=O)N3CCc4ccccc43)cn2C)cc1	1%	-1%	0%	-18	?	26%	0%	11%	-8%	-23%	-5%
COc1cccc(NC(=O)c2ccc(NC(=O)C(C)(C)C)cc2)c1	-15%	9.5µM*	14%	8	-14%	15%	?	?	-13%	4µM*	?
O=C1C[C@@H]2CCN3C(=O)CCC[C@@H]([C@H]23)[C@@H]1Cc1ccccc1	0%	nt	6%	20	-11%	4%[94.6 µM]	nt	-1%	nt	12%	nt
O=C(COC(=O)c1cccc2ccccc12)Nc1ncc(C(F)(F)F)cc1Cl	-1%	-1%	0%	3	-1%	1%	15%	0%	-3%	-1%	-1%
COC(=O)c1c(NC(=O)CN2C(=O)c3ccccc3C2=O)sc(Cc2ccc3c(c2)OCO3)c1C	-6%	4%	2%	-5	0%	-5%	1%	-4%	-5%	-1%	0%
COC(=O)c1ccsc1NC(=O)c1ccco1	4%	0%	3%	-1	-19%	13%	6%	-17%	-1%	6%	0%
CCc1ccc(NC(=O)c2sc3nc(C)nc(N4CCN(c5ccccn5)CC4)c3c2C)cc1	-10%	-1%	2%	1	45%	-8%	-1%	4%	3%	-20%	-3%
O=C(N/N=C/c1ccc(O)cc1)/C(=C/c1ccccc1)CCO	11%	?	2%	-16	?	0%	0%	17%	-1%	8%	7%
Cc1nnsc1C(=O)N/N=C/c1ccccc1	4%	-6%	1%	10	12%	?	-2%	0%	0%	-8%	1%
CCN=C(NCC)SC1CC(=O)N(c2ccccc2)C1=O (configuration not stated)	4%	3%	2%	-12	4%	7%	2%	0%	-5%	-7%	-2%

An excerpt of these results, field by field:
> COc1cccc(NC(=O)c2ccc(NC(=O)C(C)(C)C)cc2)c1
  VP16 counter: -15%
  FLuc counter: 9.5µM*
  ELG1 genotoxic: 14%
  Giardia killer: 8
  RORgamma inh: -14%
  Menin-MLL TR inh: 15%
  Rab9 promoter act: ?
  p53 reactivator: ?
  PKM2 act: -13%
  BRCA1 expr up: 4µM*
  NPC1 promoter act: ?

> O=C1C[C@@H]2CCN3C(=O)CCC[C@@H]([C@H]23)[C@@H]1Cc1ccccc1
  VP16 counter: 0%
  FLuc counter: nt
  ELG1 genotoxic: 6%
  Giardia killer: 20
  RORgamma inh: -11%
  Menin-MLL TR inh: 4%[94.6 µM]
  Rab9 promoter act: nt
  p53 reactivator: -1%
  PKM2 act: nt
  BRCA1 expr up: 12%
  NPC1 promoter act: nt

Carrying on.
SMILES	VP16 counter	FLuc counter	ELG1 genotoxic	Giardia killer	RORgamma inh	Menin-MLL TR inh	Rab9 promoter act	p53 reactivator	PKM2 act	BRCA1 expr up	NPC1 promoter act
Cc1cccc(C(C)C)c1NC(=O)C(C)OC(=O)Cc1n[nH]c(=O)c2ccccc12 (configuration not stated)	nt	8%	-6%	-4	nt	nt	-1%	-6%	nt	-8%	-7%
C=CCOn1c(=O)c(-c2ccc(OCC)cc2)[n+]([O-])c2ccccc21	0%	-21%	3%	16	1%	0%	1%[1.84 µM]	3%	nt	3%	-4%
Cc1[nH]n(-c2ccccc2)c(=O)c1N=Nc1cccc([N+](=O)[O-])c1	25%	13µM*	0%	8	-34%	?	19%	18%	-1%	-31%	27%
COc1ccc(CN2CCNC(=O)C2CC(=O)N2CCCCO2)c(OC)c1 (configuration not stated)	1%	-2%	4%	-12	5%	1%	-7%	4%	-3%	-14%	0%

Screening results from PubChem BioAssay.
